Bioassay records (PubChem BioAssay)
BCR signal inh – blocks chronic active B-cell receptor signaling | ABC-DLBCL IkBa-CBG/CBR reporter, luminescence ratio, 4 h | Potency, µM (top dose mostly 46.1 µM), inactives show at the top dose ratio change, negative = lower green/red ratio, actives largely listed as inhibitors | 340,000 tested, 0.05% active | AID 493014; active = well fitted inhibition curve with a large enough effect in the signal ratio, with a control signal flat, not every such curve was filed as active; inconclusive = small, poorly fitted or top-dose-only effect, or effect the other way, or a change in a side signal; the % refers to the signal ratio;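 also: potency is read from the fitted curve at half-maximal effect; plate controls were basal doxycycline-induced cells for no effect and cells given 10 µM MG132 for full effect; MG132 reads +100%, hits lower the ratio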
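TMD8 human ABC-DLBCL cells with doxycycline-inducible IκBα–green luciferase fusion and unfused red luciferase, in 0.5% FBS medium; compounds up to 46 uM, 4 h at 37C. Green/red luminescence ratio, filter-overlap corrected, fitted to concentration-response curves.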
Mito fusion act – blocks mitochondrial division or promotes mitochondrial fusion. Potency, µM (highest dose often 46.1 µM), for the others: at the highest dose growth rescue (activation), actives largely listed as activators. 320,000 tested, 0.23% active. S. cerevisiae fusion-defective mutant growth rescue, CellTiterGlo 48 h;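 also: potency is read from the fitted curve at half-maximal effect; % of control where 0% means no effect; nearly all actives have a fitted effect of over 45% in size; temperature-sensitive fusion mutants such as fzo1-1 at 37 °C on non-fermentable ethanol glycerol medium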
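Luminescent cell viability in 1536-well qHTS format served as the measure of rescued growth in ts fusion-mutant S. cerevisiae cultured on non-fermentable YPEG for 48 hours at 37C.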
PKM2 act – increases activity of human pyruvate kinase M2 | purified PKM2, Kinase-Glo ATP luminescence, activation; response scale: 0% is enzyme alone, no compound | Potency, µM (doses to about 57.5 µM), for the others: top-dose activation, actives largely listed as activators | 260,000 tested, 0.34% active | AID 1631; also: potency is read from the fitted curve at half-maximal effect; % is scaled to controls: 0 for no effect and ±100 for the full control effect; nearly all actives have a fitted effect of over 55% in size
Target sequence (P14618 whole entry, looked up): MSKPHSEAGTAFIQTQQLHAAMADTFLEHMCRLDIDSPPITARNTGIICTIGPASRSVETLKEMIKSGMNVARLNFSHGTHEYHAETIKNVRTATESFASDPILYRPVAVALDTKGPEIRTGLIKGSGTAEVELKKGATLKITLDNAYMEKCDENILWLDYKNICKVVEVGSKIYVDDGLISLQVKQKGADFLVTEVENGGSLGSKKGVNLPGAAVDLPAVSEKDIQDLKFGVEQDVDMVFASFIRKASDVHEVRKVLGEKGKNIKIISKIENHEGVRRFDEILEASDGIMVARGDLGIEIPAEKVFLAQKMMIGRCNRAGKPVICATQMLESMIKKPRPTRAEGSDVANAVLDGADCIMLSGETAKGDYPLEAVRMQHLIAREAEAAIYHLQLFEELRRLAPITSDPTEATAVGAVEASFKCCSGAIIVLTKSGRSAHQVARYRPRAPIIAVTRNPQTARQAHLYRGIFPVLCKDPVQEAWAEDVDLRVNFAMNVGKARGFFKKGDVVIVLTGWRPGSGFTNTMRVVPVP
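Purified hPK-M2 (>95%) run at intermediate activity with 0.1 mM ADP and 0.5 mM PEP in 50 mM imidazole pH 7.2, KCl, MgCl2; 1 h room temperature. ATP formed read by Kinase-Glo luminescence; normalized to uninhibited and no-enzyme controls.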
S-ASM inh – blocks human secretory acid sphingomyelinase | 340,000 tested, 0.006% active | placental ASM, HMU-PC fluorogenic substrate, 60 min | Potency, µM (titrated, usually from 57.5 µM), without a hit: at the highest dose activity change, negative = inhibition, hits mostly inhibitors; also: potency is read from the fitted curve at half-maximal effect
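qHTS format. ASM enzyme prepared from human placenta hydrolyses the fluorogenic substrate HMU-PC0 (9 uM final) over 60 min at 37 °C after a 10 min compound preincubation.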
MBNL1 CUG block – inhibitors of human MBNL1 binding to CUG repeat RNA. Q9NR56. TR-FRET MBNL1-His/biotin-(CUG)12 binding, 665/545 ratio. Potency, µM (series often up to 57.5 µM), for inactives: at the highest dose activity change, negative = inhibition, most hits filed as inhibitors. 280,000 tested, 0.036% active. AID 2675; active = well fitted inhibition curve with a large enough effect in the signal ratio, with a control signal flat, not every such curve was filed as active; inconclusive = small, poorly fitted or top-dose-only effect, or effect the other way, or a change in a side signal; inactive = no such curve, though single readings can be large or run the other way; the % refers to the signal ratio; also: potency is read from the fitted curve at half-maximal effect; % is scaled to controls: 0 for no effect and ±100 for the full control effect
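Compounds (final 92 nM to 58 uM) are added to His-tagged MBNL1 and biotin-(CUG)12, then terbium anti-His antibody and streptavidin-XL665 (5 nM final). After 60 min at room temperature, the 665/545 nm ratio is read.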
TSHR antag – human thyrotropin receptor antagonism. P16473. TSHR-expressing cells, TSH-stimulated cAMP HTRF, 2 h; stronger effect = lower value. activity change, negative = inhibition, % at 11.5 µM. 330,000 tested, 0.2% active;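 active = activity change below a set negative limit, meaning inhibition stronger than a set level, cut at about -70% in these data; inconclusive = activity change between two set negative limits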; also: % is scaled to controls: 0 for no effect and ±100 for the full control effect
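Freshly harvested TSHR cells receive pin-tooled compound, then EC80 TSH at 4nM final. After 2 hours at 37 deg C, antibody in lysis buffer and cAMP-d2 are added; 30 minutes at ambient temperature precede the HTRF read.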
GALK inh – blocks human galactokinase activity | 270,000 tested, 0.007% active | AID 1868 | Purified GALK, Kinase-Glo residual ATP luminescence | P51570 | Potency, µM (doses to about 57.5 µM), for the others: top-dose activity change, negative = inhibition, most hits filed as inhibitors; also: potency is read from the fitted curve at half-maximal effect; % is scaled to controls: 0 for no effect and ±100 for the full control effect
Target sequence (P51570 whole entry, looked up): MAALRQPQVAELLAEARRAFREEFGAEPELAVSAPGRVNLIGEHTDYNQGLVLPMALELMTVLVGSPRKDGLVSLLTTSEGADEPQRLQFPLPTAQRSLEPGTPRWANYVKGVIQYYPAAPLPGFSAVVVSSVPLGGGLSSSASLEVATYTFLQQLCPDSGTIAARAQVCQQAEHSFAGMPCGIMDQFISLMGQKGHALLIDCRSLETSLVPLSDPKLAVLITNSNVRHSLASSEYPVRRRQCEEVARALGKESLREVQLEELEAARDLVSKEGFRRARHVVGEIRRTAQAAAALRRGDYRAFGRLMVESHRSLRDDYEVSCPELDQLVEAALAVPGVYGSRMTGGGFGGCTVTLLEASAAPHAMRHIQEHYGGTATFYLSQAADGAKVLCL
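5 nM enzyme, 35 uM ATP, 100 uM galactose, 20 mM HEPES pH8.0, 5 mM MgCl2; 1 h RT; residual ATP by Kinase-Glo Plus luminescence, qHTS format.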
hERG WT inh – blocks the wildtype human KCNH2 potassium channel; Q12809; U2OS, BacMam KCNH2, thallium flux FluxOr; stronger effect = lower value; activity change, % at 1.84 µM; 340,000 tested, 0.37% active; AID 720551;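 active = maximum activity change below -70%; inconclusive = maximum activity change between -70% and -50%; inactive = maximum activity change above -50%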; also: % is scaled to controls: 0 for no effect and ±100 for the full control effect
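U2OS cells were transduced with wild-type KCNH2 virus (2.03 x 10^8 / mL) for 4 h at room temperature, then cultured overnight at 37 C. Thallium flux was read with FluxOr dye. Rate constants were normalized to DMSO controls.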
Menin MLL FP TR – menin-MLL binding inhibition, Texas Red mutant peptide | O00255 | Menin + Texas Red MLL mutant peptide, fluorescence polarization | Potency, µM (series often up to 61.6 µM), for the others: at the top dose FP activity change, negative = inhibition, usual class: inhibitors | 270,000 tested, 0.23% active | AID 1768; active = well fitted inhibition curve with a large enough effect in the polarisation, with a control signal flat, not every such curve was filed as active; inconclusive = small, poorly fitted or top-dose-only effect, or effect the other way, or a change in a side signal; inactive = no such curve, though single readings can be large or run the other way; the % refers to the polarisation; also: potency is read from the fitted curve at half-maximal effect; % of control where 0% means no effect; many of its hits are not listed in these tables
Eya2 phos inh – blocks the phosphatase activity of human Eya2 | 330,000 tested, 0.006% active | AID 488837 | O00167 | Potency, µM (titrated, usually from 76.9 µM), for inactives: top-dose activity, negative = inhibition, usual class: inhibitors | recombinant Eya2, OMFP fluorescence dephosphorylation (OMFP is methylfluorescein phosphate); also: potency is read from the fitted curve at half-maximal effect; % is scaled to controls: 0 for no effect and ±100 for the full control effect
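Eya2 protein (added as 0.2 uM solution) was preincubated with compound for 10 min at ambient temperature in 50 mM HEPES pH 7.5, 50 mM NaCl, 5 uM MgCl2, 0.05% BSA, 1 mM DTT. OMFP (added at 50 uM) then reacted 10 min; fluorescence read at 485/525 nm.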
USP2a inh – USP2a (human) protease inhibition | O75604 | USP2 core, Ub-CHOP2 coupled fluorogenic reporter, 485/531 | Potency, µM (highest dose often 38.3 µM), for inactives: top-dose activity change, negative = inhibition, actives largely listed as inhibitors | 330,000 tested, 0.01% active;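 also: potency is read from the fitted curve at half-maximal effect; plate controls were DMSO wells for no effect and full inhibition by NEM control for full effect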
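Deubiquitinase activity read as fluorescence (485/531 nm) after Ub-CHOP2 cleavage activates the enterokinase reporter on its substrate; USP2 core 10nM, Ub-CHOP2 and substrate 25nM each, 30min compound preincubation then 60min RT; data normalized to NEM, curves fitted.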
Starred values were filed as active, the others as inactive; ? = inconclusive; / = no result given; [ ] = remark or other dose. Unless noted, calls follow the shape of the dose curve; as a rule, active = well fitted curve in the direction sought with a large enough effect; inconclusive = small, poorly fitted or top-dose-only effect, or another doubt; inactive = no such curve, though single readings can be large; an effect the other way counts as inactive or inconclusive.

Values in the order: Menin MLL FP TR | TSHR antag | Eya2 phos inh | PKM2 act | hERG WT inh | Mito fusion act | GALK inh | S-ASM inh | USP2a inh | BCR signal inh | MBNL1 CUG block
> Cc1cc(Nc2ccc(F)cc2Cl)n2nc(C)nc2n1
    1% | -3 | -3% | 1% | 24 | -1% | 2% | 2% | 0% | -2% | -6%
> Cc1cc(C)n(-c2ccc(C(=O)OCC(=O)Nc3ccc(S(=O)(=O)N4CCOCC4)cc3)cc2)n1
    -7% | 1 | 15% | -2% | -3 | 5% | 7% | -7% | -1% | ? | -4%
> CC(=O)Oc1ccc(C(=O)NCCc2ccccc2)cc1
    0% | -5 | 0% | -3% | 0 | -1% | 11% | 2% | 1% | ? | /
> CN(C(=S)Oc1ccc(C(=O)Nc2ccccc2)cc1)c1ccccc1
    2% | -5 | -4% | -2% | -8 | ? | / | -3% | -5% | -12% | 7%
> N=c1c(S(=O)(=O)c2ccccc2)cc2c(=O)n3ccccc3nc2n1Cc1cccnc1
    / | 3 | ? | / | -1 | 0% | / | 91%[activator] | 0% | ? | /
> CC(C)(C)OC(=O)[C@H](Cc1ccccc1)NC(=O)c1nc[nH]c1C(=O)NC1CCNCC1
    / | -2 | 25% | / | / | 3% | / | 4% | 3% | -4% | /
> O=C(CSC(=S)N1CCN(c2ccccc2)CC1)Nc1nc(-c2ccccc2)c(-c2ccccc2)o1
    -1% | 8 | -2% | -2% | -4 | -5% | 0% | 1% | 3% | 0% | /
> COCc1cc(=O)[nH]c(-c2csc(C)n2)n1
    / | 1 | -5% | -4% | 1 | 3% | 0% | -1% | 1% | 1% | /
> Cc1ccc(N(C(=O)c2csnn2)C(C(=O)NC2CCCC2)c2ccncc2)c(C)c1 (configuration not stated)
    / | 10 | 2% | / | 3 | -4% | -2% | 3% | -2% | 4% | -12%
> NC(=O)c1ccc(Oc2ncc(C(F)(F)F)cc2Cl)cc1
    -8% | 3 | -3% | 2% | 1 | 3% | 6% | 2% | 1% | -23% | 1%
> COc1ccc(-n2c(C)ccc2-c2ccccc2)cn1
    -1% | -3 | 16% | -5% | -5 | -4% | -4% | -2% | 19% | 0% | 12%
> CC[C@@]1(C(=O)OC)N[C@H](CN(C)C(=O)Nc2ccc(OC)cc2)[C@@H]2C(=O)N(Cc3ccccc3)C(=O)[C@@H]21
    / | -11 | -1% | / | 3 | / | / | -2% | 0% | -2% | /
> COc1ccc(NC(=O)/C(C#N)=C/c2cccnc2)c(OC)c1
    0% | 8 | -9% | 1% | -7 | -2% | 1% | 1% | 0% | -3% | -2%
> COc1cccc2cc(-c3cc(=O)oc4ccc(O)cc34)oc12
    77%[activator] | -8 | -2% | / | -5 | -9% | 3% | -4% | 0% | -10% | 4%
> Cc1cc(C)nc(Nc2n[nH]c(-c3ccccc3N)n2)n1
    / | -4 | -9% | 0% | -5 | -5% | 2% | 36%[activator] | -2% | ? | -8%
> Cc1ccc2[nH]c(=O)c(CNC(C)C)cc2c1
    1% | 13 | 20% | 23% | 1 | 1% | 1% | 0% | -6% | -4% | ?
> CO/N=C/c1ccc(Oc2ccc(C)cc2)c([N+](=O)[O-])c1
    -10% | -3 | -11% | -4% | 5 | -1% | -1% | -4% | 1% | ? | ?
> Cc1nc(C)n(CC(C)C(=O)N2CCN(S(=O)(=O)c3ccc(Cl)cc3)CC2)n1 (configuration not stated)
    -2% | -11 | 15% | / | 3 | -1% | -2% | 2% | 2% | 6% | -1%
> CC(C)(C)NC(=S)NCc1cccnc1
    / | -5 | 8% | -10% | -2 | -12% | -1% | 5% | -1% | 7% | -4%
> Cc1cccc2cc(C#N)c(SCc3nnc(-c4ccccc4[N+](=O)[O-])o3)nc12
    -4% | -24 | 6% | 0% | 2 | 0% | -1% | -3% | 2% | -1% | /
> Cc1nn(C(C)C(=O)NCCCN2CCCCC2C)c(=O)c2c1sc1ccccc12 (configuration not stated)
    / | 0 | -4% | / | 8 | 0% | 0% | 4% | -1% | -5% | -2%
> OC(CNCc1ccco1)Cn1c2ccccc2c2ccccc21 (configuration not stated)
    -2% | -8 | -7% | 0% | 10 | -3% | 4% | -1% | 3% | 0% | 1%
> O=C1NC(c2cccnc2)C(C(=O)c2cccs2)C(O)(C(F)(F)F)N1 (configuration not stated)
    5% | 12 | -13% | -4% | -10 | 0% | -1% | 4% | 2% | 2% | 4%
> CCC(C)NC(=O)CSc1nc2cc(S(=O)(=O)N3CCOCC3)ccc2n1CC (configuration not stated)
    / | 6 | 5% | / | -11 | -2% | / | 0% | -2% | ? | /
> COc1ccc(OC)c(S(=O)(=O)NC(C)c2cnn(-c3ccccn3)c2C)c1 (configuration not stated)
    / | 2 | 9% | 0% | 1 | -4% | -5% | 2% | 4% | 0% | -12%
> O=[N+]([O-])c1cc(S(=O)(=O)NCCN2CCOCC2)ccc1Cl
    -8% | 0 | -3% | -2% | 1 | -2% | -2% | 3% | -1% | ? | ?
> Cc1cccc(C)c1NC(=O)c1cccc2c1C(=O)N(C1CCCCC1)C2
    ? | 0 | -6% | / | -7 | 16% | -6% | -5% | -1% | 19% | 4%
> O=C(COc1c(Cl)cccc1Cl)Nc1ccccc1N1CCCC1
    / | 8 | 8% | -1% | -7 | 16% | 5% | 0% | -6% | 1% | 1%
> CC(OC(=O)CCc1ccccc1)C(=O)Nc1ccc(Cl)cn1 (configuration not stated)
    / | -2 | 5% | / | 7 | -6% | / | 1% | 1% | 13% | /
> O=C1[C@@H]2Cc3c([nH]c4ccccc34)C(c3cccc(Br)c3)N2C(=O)CN1C1CCN(Cc2ccccc2)CC1 (some centres not stated)
    32%[activator] | 4 | -5% | / | -14 | -74%[inhibitor] | / | -7% | 1% | ? | -2%

Three entries from above, sorted by their value in Menin MLL FP TR, falling.
| SMILES | Menin MLL FP TR | TSHR antag | Eya2 phos inh | GALK inh | S-ASM inh | BCR signal inh | MBNL1 CUG block |
| --- | --- | --- | --- | --- | --- | --- | --- |
| O=C(CSC(=S)N1CCN(c2ccccc2)CC1)Nc1nc(-c2ccccc2)c(-c2ccccc2)o1 | -1% | 8 | -2% | 0% | 1% | 0% | / |
| O=[N+]([O-])c1cc(S(=O)(=O)NCCN2CCOCC2)ccc1Cl | -8% | 0 | -3% | -2% | 3% | ? | ? |
| CO/N=C/c1ccc(Oc2ccc(C)cc2)c([N+](=O)[O-])c1 | -10% | -3 | -11% | -1% | -4% | ? | ? |

Later entries.
Values in the order: Menin MLL FP TR | TSHR antag | Eya2 phos inh | PKM2 act | hERG WT inh | Mito fusion act | GALK inh | S-ASM inh | USP2a inh | BCR signal inh | MBNL1 CUG block
> COc1ccc(-n2c(CCc3ccccc3)nnc2SCC(=O)c2ccccc2)cc1
    -12% | 5 | -12% | -1% | -2 | 8% | / | -11% | -3% | -2% | -5%
> COc1ccc(-c2nc3c(n2O)CCC/C3=N\O)cc1
    9% | -9 | -6% | -5% | -4 | -8% | 5% | 4% | -1% | 1% | 6%
> Cc1nnc(C)n1/N=C/c1ccc(O)cc1
    -4% | -2 | -19% | 3% | 17 | 0% | -2% | 2% | 0% | -5% | -12%
> O=C(CSCc1ccc(Cl)cc1)Nc1ccccc1C(=O)N1CCOCC1
    6% | -6 | 6% | 0% | 3 | -1% | 3% | 3% | 3% | -10% | -3%
> O=C(CCN1C(=O)/C(=C/c2ccccc2Cl)SC1=S)NC1CCS(=O)(=O)C1 (configuration not stated)
    ? | -5 | -6% | / | -10 | 0% | 0% | -4% | 1% | ? | 15%
> C=CCN1C(=O)c2ccc(C(=O)N3CCN(c4ccccc4OC)CC3)cc2C1=O
    / | -5 | 9% | / | -4 | -6% | / | 1% | 0% | 5% | /

An excerpt (hit frequency here may not be typical).
